# Bioassay records: PubChem BioAssay, several laboratories
# Tat export inh = E. coli Tat export inhibitors, primary screen, MC4100, TorA-mCherry reporter, fluorescence, single point. inhibition, % at 10 µM. 340,000 tested, 0.036% active. AID 488895, 2010;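 active means mean replicate inhibition at least 50% and at least half of replicates individually reaching 50%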;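 further: exported cargo escapes ClpAP degradation while cytoplasmic cargo is degraded and loses fluorescence; 0% = median of neutral control wells and 100% = median of NaSCN control wells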
# Ecoli viability = E. coli V3065 growth inhibition, primary screen, counter-screen for AddAB inhibitor project, absorbance, OD600 | AID 449728, 2010 | inhibition, % at 11.9 µM | 330,000 tested, 0.27% active | 18 h;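 active means inhibition above the campaign's mean inhibition across all tested compounds plus 3 SD, cut at about 9.9% in these data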;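 further: uninfected addAB+ strain grown without phage in ampicillin broth; 0% = DMSO wells and 100% = ciprofloxacin 0.95 µg/ml wells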
# HTR5A inv ag = HTR5A inverse agonists in luminescence cell assay, primary screen, counter-screen for OPRM1-OPRD1 heterodimer inverse agonist project, full-deck HTS; 5-hydroxytryptamine receptor 5A (Homo sapiens), P47898; HTR5A cell line, inverse agonism; inhibition, % at 9.3 µM; 340,000 tested, 0.083% active; in the data active means inhibition mostly above about 23%, no sharp cut-off; inactive means mostly below about 18%;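 further: 0% = cells with DMSO and 100% = no-cell wells with DMSO; some compounds called inactive have numbers as strong as hits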
# Target sequence (P47898 whole entry, looked up): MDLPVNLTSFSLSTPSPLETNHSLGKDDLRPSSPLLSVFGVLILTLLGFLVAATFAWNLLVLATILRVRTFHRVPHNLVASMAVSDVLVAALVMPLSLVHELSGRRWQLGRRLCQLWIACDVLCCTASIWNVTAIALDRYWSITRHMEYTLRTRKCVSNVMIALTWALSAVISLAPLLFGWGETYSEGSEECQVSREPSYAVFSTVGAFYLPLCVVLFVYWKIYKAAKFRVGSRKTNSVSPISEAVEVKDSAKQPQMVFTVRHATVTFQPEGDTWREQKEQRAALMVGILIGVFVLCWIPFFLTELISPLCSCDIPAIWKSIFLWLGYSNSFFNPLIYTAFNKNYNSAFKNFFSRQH
# PKA-R2B act = activators of PKA-R2B holoenzyme, primary screen, biochemical, fluorescence polarization, Cy5-IP20, human | 340,000 tested, 0.079% active | cAMP-dependent protein kinase catalytic subunit beta (Homo sapiens) + cAMP-dependent … | PKA-R2B holoenzyme dissociation; R2B truncated from residue 108, S112A mutant; 0% DMSO only, 100% 113 µM cGMP | AID 504700, 2011 | activation, % at 11.4 µM;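 active means activation above a cutoff set at the mean over all compounds plus 3 SD, cut at about 18% in these data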;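 further: higher means more holoenzyme dissociation and a rise in polarization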
# Target sequence (P31323 whole entry, looked up, other chains not shown, the tested form may be a part): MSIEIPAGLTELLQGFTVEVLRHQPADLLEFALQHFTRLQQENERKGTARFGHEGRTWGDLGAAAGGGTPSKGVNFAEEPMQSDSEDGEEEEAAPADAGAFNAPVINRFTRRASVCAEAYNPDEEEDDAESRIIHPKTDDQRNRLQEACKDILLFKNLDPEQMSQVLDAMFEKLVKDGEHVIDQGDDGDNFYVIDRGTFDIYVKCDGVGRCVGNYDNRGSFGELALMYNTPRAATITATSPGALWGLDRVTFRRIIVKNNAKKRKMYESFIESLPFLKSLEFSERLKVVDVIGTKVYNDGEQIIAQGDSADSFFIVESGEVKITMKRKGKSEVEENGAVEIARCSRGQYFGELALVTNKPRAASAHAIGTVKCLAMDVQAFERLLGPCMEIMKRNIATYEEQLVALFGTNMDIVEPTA
# SUMO Mot1 rescue = yeast Mot1-301 growth rescue at high temperature, primary screen, SUMOylation pathway inhibitor project, S. cerevisiae, ATP luminescence, 38.5C; S. cerevisiae Mot1-301 growth rescue; percent above DMSO median, 100 means doubled; growth rescue, % at 18.8 µM; 320,000 tested, 1% active; AID 2716, 2010;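 active means every valid replicate shows activation above 250% relative to neutral control wells; inactive means the rest, any valid replicate at or below 250%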;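 further: OY570 slx delta 5 strain wells were the positive control but not used for scaling; some compounds called inactive have numbers as strong as hits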
# PKA-R1A activ = activators of PKA-R1A holoenzyme, primary screen, biochemical, fluorescence polarization, Cy5-IP20, bovine R1A, mouse PKAc; cAMP-dependent protein kinase type I-alpha regulatory subunit (Bos taurus) + …; PKA-R1A dissociation; scaled: DMSO 0%, 113 µM cGMP 100%; activation, % at 11.4 µM; 340,000 tested, 0.083% active;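 active means percent activation above the mean of all tested compounds plus 3 SD, cut at about 19% in these data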;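 further: higher means more PKAc released from R1A so a rise in polarization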
# PfHsp90 set2 = growth inhibition of PfHsp90-expressing yeast, primary screen, antimalarial PfHsp90 inhibitor project, S. cerevisiae, BacTiter-Glo luminescence, single point, set 2 | 310,000 tested, 0.32% active | inhibition, % at 9.4 µM | BacTiter-Glo ATP, 48 h; yeast lacking PDR1 and PDR3 efflux regulators;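 active means every replicate shows inhibition above about 80%, whatever the replicate mean, limit read from the data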;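 further: 0% = DMSO neutral controls and 100% = 20 µM radicicol positive controls; yeast relying on Plasmodium falciparum Hsp90 in place of its own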
# AddAB inh = growth inhibition of E. coli expressing H. pylori AddAB, primary screen, AddAB inhibitor project, absorbance | inhibition, % at 11.9 µM | 330,000 tested, 0.29% active; in the data active means inhibition above about 12%;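 further: 0% = vehicle wells of infected cells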
# phage Ecoli inh = growth loss of phage-infected E. coli, primary screen, RecBCD inhibitor project, absorbance, with phage, HTS; inhibition, % at 11.9 µM; 360,000 tested, 0.26% active; AID 651602, 2012; in the data active means inhibition above about 11%
# OPRM1-OPRD1 inv = inverse agonists of MOR-DOR heterodimerization, primary screen, cell-based, luminescence | Mu-type opioid receptor (Homo sapiens) + Delta-type opioid receptor (Homo sapiens), … | cell-based MOR-DOR heterodimer luminescence, inverse agonism | inhibition, % at 9.3 µM | AID 504357, 2011 | 340,000 tested, 0.21% active; in the data active means inhibition above about 22%, passing the limit was not always enough;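 further: 0% = cells with DMSO and 100% = wells without cells with DMSO; values of inactives mirror those of a sister screen read the other way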
# MOR-DOR ag = agonists of OPRM1-OPRD1 heterodimerization, primary screen, cell-based, luminescence. 340,000 tested, 0.3% active. cells. Mu-type opioid receptor (Homo sapiens) + Delta-type opioid receptor (Homo sapiens), …. activation, % at 9.3 µM; in the data active means activation above about 18%;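 further: 0% = vehicle-treated cells and 100% = reference agonist; values of inactives mirror those of a sister screen read the other way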
# * hit, by the source's call; . = no result given; + = active, no number.
SMILES,Tat export inh,Ecoli viability,HTR5A inv ag,PKA-R2B act,SUMO Mot1 rescue,PKA-R1A activ,PfHsp90 set2,AddAB inh,phage Ecoli inh,OPRM1-OPRD1 inv,MOR-DOR ag
O=C(NCCNC(=O)c1ccco1)c1ccc(F)cc1,14,0.6,8,-6,-9,-3,9,0.3,0.8,9,-1.8
O=C1c2ccccc2C(=O)N1CC1c2ccccc2CCN1S(=O)(=O)c1ccccc1 (centres undefined),2,0.6,20,0,-17,-12,-10,1.5,2.5,5,-0.9
COc1cc(OC)cc(-c2sc3ccc(OC)cc3c2C#CC2(N)CCCCC2)c1,12,-0.3,-5,0,16,-12,-2,-0.9,-9.3,-77,14
Cc1cccn2cc(CSc3ccccc3N)nc12,-5,2.2,-8,-9,-19,-8,.,1.9,6.0,-2,0.3
C=CCC[C@H](Cc1ccc(F)cc1)C(=O)OC[C@@H](NC(=O)[C@@H](CC=C)CC(=O)N[C@@H](CO)Cc1ccccc1)C(C)(C)C,7,1.4,-7,-15,54,-3,-3,0.6,2.5,-15,2.7
Cc1nccn1-c1ncnc2sc3c(c12)CCCC3,-17,-1.2,-15,-10,4,-14,-1,-0.2,1.1,-10,1.6
CC1CCCCN1CCCNC(=O)Cn1ncc2c([nH]c3ccccc32)c1=O (centres undefined),1,0.6,2,-5,183,-6,-2,1.2,4.0,2,-0.3
Cc1ccc2cc(C)c(N3CCN(c4ccccn4)CC3)nc2c1,8,3.1,-12,-2,7,-21,19,1.4,3.0,0,0.1
O=C(Nc1ccccc1)Nc1sccc1-c1nc2ccccc2s1,-5,-0.5,.,.,2,.,6,0.3,3.0,.,.
COc1ccc2c(c1)[nH]c1c(=O)n(Cc3ccccn3)cnc12,-8,-0.4,-18,5,155,1,-5,0.5,4.4,22,-4.0
COc1ccc([N+](=O)[O-])cc1NC(=O)CSc1ccccc1,-3,-1.6,15,-5,-3,-5,-8,1.3,0.3,9,-1.8
CCC(=O)Oc1ccc(C(=O)Nc2cccc(C(=O)NCC(C)C)c2)cc1,-4,-0.4,4,2,+,-2,25,4.2,3.3,32*,-4.5
Fc1ccc(CNC(=S)Nc2cccc(C(F)(F)F)c2)cc1,-9,8.0,5,-7,6,-7,-8,8.4,8.5,-26,5.1
C#CCSc1nnnn1-c1cccc(Cl)c1,-13,-5.0,-12,-9,-12,-6,8,-4.5,1.5,10,-2.1
COc1ccc(Cl)cc1Nc1nnc(-c2ccncc2)s1,-8,-2.4,-22,-1,-2,5,-22,0.2,1.5,7,-1.7
CC(C)(C)c1ccc(C(=O)N2CCC(C(=O)NC3CC3)CC2)cc1,-1,-0.3,-17,-3,-14,0,-11,1.0,-1.1,12,-2.3
FC(F)(F)c1ccccc1NC(=S)N1CCN(c2ccccn2)CC1,0,-0.2,-2,-8,0,6,-7,-1.2,5.3,0,-0.1
O=C(Nc1cccc(C(=O)Nc2ccccc2C(=O)O)c1)c1cccc(Cl)c1,0,0.6,-1,-5,-4,14,8,1.5,1.0,1,-0.2
COc1ccc(-c2csc(N3CCN(S(=O)(=O)c4ccc5c(c4)NC(=O)CO5)CC3)n2)cc1,4,-0.3,-9,0,3,15,-30,2.9,3.2,-4,0.8
O=C(c1ccccc1)N(Cc1cccnc1)C1(C(=O)Nc2ccccc2)CCCCC1,0,0.5,13,-11,-17,-8,10,5.9,1.1,14,-2.7

# Reprinted from the results shown for reference:
SMILES,Tat export inh,Ecoli viability,HTR5A inv ag,PKA-R2B act,SUMO Mot1 rescue,PKA-R1A activ,PfHsp90 set2,AddAB inh,phage Ecoli inh,OPRM1-OPRD1 inv,MOR-DOR ag
CC1CCCCN1CCCNC(=O)Cn1ncc2c([nH]c3ccccc32)c1=O (centres undefined),1,0.6,2,-5,183,-6,-2,1.2,4.0,2,-0.3
Cc1ccc2cc(C)c(N3CCN(c4ccccn4)CC3)nc2c1,8,3.1,-12,-2,7,-21,19,1.4,3.0,0,0.1
O=C(Nc1ccccc1)Nc1sccc1-c1nc2ccccc2s1,-5,-0.5,.,.,2,.,6,0.3,3.0,.,.
COc1ccc2c(c1)[nH]c1c(=O)n(Cc3ccccn3)cnc12,-8,-0.4,-18,5,155,1,-5,0.5,4.4,22,-4.0

# Next section:
SMILES,Tat export inh,Ecoli viability,HTR5A inv ag,PKA-R2B act,SUMO Mot1 rescue,PKA-R1A activ,PfHsp90 set2,AddAB inh,phage Ecoli inh,OPRM1-OPRD1 inv,MOR-DOR ag
O=C(CSc1nnc(-c2cccnc2)o1)NNC(=O)c1ccc(Br)cc1,-3,1.1,10,1,-19,-6,7,0.5,0.1,12,-2.3
COC(=O)[C@@]12CCCN1[C@H](c1ccc(-c3ccc(OC)cc3)c(OC)c1)[C@@H]1C(=O)N(C)C(=O)[C@@H]12,-1,-3.7,-3,-10,-5,0,-23,0.9,-0.1,5,-0.8
Cc1ccc(C)c(NC(=O)COC(=O)CSc2ccccc2)c1,-2,0.2,-8,7,7,-3,.,0.5,0.5,19,-4.5
CCCCNS(=O)(=O)c1ccc(NC(=O)c2cccs2)cc1,4,4.4,9,-6,-23,-10,-5,1.4,4.1,8,-1.6
CCN(CC)C(=O)CC(c1ccc(N(C)C)cc1)c1c(OC)cc(OC)c2ccc(=O)oc12 (centres undefined),-7,0.7,2,0,-9,-3,.,1.4,1.4,10,-1.9
O=C(CNS(=O)(=O)c1ccc(Br)s1)NCc1ccccc1,-5,0.4,-5,3,-16,-1,3,2.4,-0.3,-25,3.0
C(=NN1CCCCCC1)c1cccc2ccccc12,1,.,2,-11,.,1,.,.,1.3,8,-1.6
Cc1cccc(N2CCN(C(=O)CCNC(=O)Cn3ccc4ccccc4c3=O)CC2)c1C,2,0.5,10,5,6,-9,16,1.3,2.5,5,-1.0
O=C(/C(=C/c1ccc(Cl)cc1)c1nc2ccccc2[nH]1)c1cccs1,0,-2.9,-23,-12,521*,-16,.,-0.8,.,-2,0.3
COc1ccc(/C=N/n2c(C3CCCCC3)n[nH]c2=S)c(OC)c1,0,-2.8,5,5,-18,-2,-8,-1.5,2.9,-5,1.0
O=C(CSC1=NC2(CCCCC2)N=C1c1ccccc1)Nc1ccc2c(c1)OCCO2,9,-0.7,-4,-1,-17,-1,2,-0.3,0.3,-3,0.6
COCCn1c(C)cc(/C=C2/NC(=O)N(Cc3ccc(C)cc3)C2=O)c1C,-9,-3.1,-5,-1,-3,-12,-17,1.8,0.3,9,-1.8
Cc1noc(C)c1COc1ccccc1C(=O)NNC(=O)c1ccccc1F,-7,1.4,-5,0,3,-10,26,1.9,0.9,7,-1.7
COC(=O)Nc1ccc(S(=O)(=O)NC2CCS(=O)(=O)C2)cc1 (centres undefined),-4,0.6,-4,-6,4,3,-4,0.4,1.1,5,-1.0
O=C1NC(=S)N(C(=O)c2ccc(F)cc2)/C1=C/c1ccccc1,-9,0.4,-27,1,5,5,.,3.5,2.7,12,-2.3
CCn1c(SCC(=O)Nc2ccc(OC)cc2)nc2c(c1=O)SCC2,6,0.7,4,-9,4,3,6,0.4,3.4,20,-6.2
CCOC(=O)c1c(NC(=O)c2ccccc2)sc2c1CCc1ccccc1-2,-1,-3.4,-3,-16,8,-23,4,1.3,2.5,0,0.0
Cc1cc(Nc2cccc(C)c2C)n2nc(C)nc2n1,-2,-0.5,-4,8,-9,1,-12,0.8,3.5,18,-3.6
COc1ccc(-c2ccc3c(N)c(C(=O)c4cccc(OC)c4)sc3n2)cc1,-10,-2.9,-17,3,-1,5,0,0.4,2.0,10,-2.0
CC(C)CCC1(C)NC(=O)N(CC(=O)NCC(=O)Nc2ccc(F)c(F)c2F)C1=O (centres undefined),-6,-0.8,-3,-13,-8,-6,-2,-1.0,1.2,5,-1.3

# 3 entries picked at random from the list so far, as already listed:
SMILES,Tat export inh,Ecoli viability,HTR5A inv ag,PKA-R2B act,SUMO Mot1 rescue,PKA-R1A activ,PfHsp90 set2,AddAB inh,phage Ecoli inh,OPRM1-OPRD1 inv,MOR-DOR ag
CCOC(=O)c1c(NC(=O)c2ccccc2)sc2c1CCc1ccccc1-2,-1,-3.4,-3,-16,8,-23,4,1.3,2.5,0,0.0
Cc1nccn1-c1ncnc2sc3c(c12)CCCC3,-17,-1.2,-15,-10,4,-14,-1,-0.2,1.1,-10,1.6
CCn1c(SCC(=O)Nc2ccc(OC)cc2)nc2c(c1=O)SCC2,6,0.7,4,-9,4,3,6,0.4,3.4,20,-6.2

# More results.
SMILES,Tat export inh,Ecoli viability,HTR5A inv ag,PKA-R2B act,SUMO Mot1 rescue,PKA-R1A activ,PfHsp90 set2,AddAB inh,phage Ecoli inh,OPRM1-OPRD1 inv,MOR-DOR ag
Cn1c(N)c(C(=O)COC(=O)CSc2cccc3cccc(Cl)c23)c(=O)n(C)c1=O,-3,-1.4,43,11,-5,3,4,0.7,0.9,-7,1.5
CCN1C[C@@H]2[C@@H]3C(=O)N(C)C(=O)[C@@H]3[C@](C)(C1=O)N2C(=O)c1ccccc1,-6,.,5,1,.,8,-21,.,1.1,-7,1.3
COc1ccc(C(=O)Nc2ccc3oc(-c4cccc(F)c4)nc3c2)cc1OC,6,-2.9,1,-5,-4,-10,2,-0.6,1.9,15,-3.0
Cc1cc(NC(=O)C2CC(=O)N(c3ccc(Cl)cc3)C2)no1 (centres undefined),-1,-1.6,-10,-7,-1,2,-3,1.3,-1.4,25,-4.7
Cc1ccccc1-c1nnc(NC(=O)c2ccc(N3C(=O)CCC3=O)cc2)s1,4,-0.8,9,3,-23,-4,-3,-1.6,1.1,-1,0.2
O=C(COC(=O)/C=C/c1ccc(OC(F)F)cc1)Nc1cccc(S(=O)(=O)N2CCOCC2)c1,3,1.1,10,6,12,-2,.,0.2,0.8,6,-1.1
CC(C)c1ccc(OCC(O)CNC(C)c2ccccc2)cc1 (centres undefined),-2,0.3,-41,5,0,-3,-7,0.1,1.4,-18,4.0
CC(C)(C)OC(=O)CN1C(=O)NC2(CCCc3ccccc32)C1=O (centres undefined),5,-1.7,3,-9,-8,-5,-11,-0.5,1.0,14,-2.5
COc1ccc2cc3c(N)nn(C(=O)c4ccc(Cl)c([N+](=O)[O-])c4)c3nc2c1,-4,-0.7,-38,-6,18,-10,-2,0.7,2.4,-12,2.4
O=C(c1ccco1)N1CCN(CC(O)COc2ccc(Br)cc2)CC1 (centres undefined),5,-0.4,-6,4,269,-3,-45,3.8,0.0,10,-1.8
